Screening results as filed in PubChem BioAssay.
H69AR growth 86K: blocks growth of human H69AR lung tumor cells. H69AR lung tumor viability, ATP luminescence, 72 h; active compounds read low. viability, % at 10 µM. 85,000 compounds, 6% hits;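 active = viability at or below 40%; inactive = viability above 40%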;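 also: multidrug resistant small cell line overexpressing MRP-1 efflux transporter; 100% = mean luminescence of untreated control wells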
ERa coact inh: ER-alpha (human) coactivator binding inhibition; TR-FRET ER-alpha LBD / SRC-1 peptide, estradiol-bound; AID 629; P03372; 86,000 compounds, 1.7% hits; inhibition, % at 25.6 µM; in the data active = inhibition above about 50%;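 also: 0% = receptor plus peptide control and 100% = peptide only without receptor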
Fibroblast inh: blocks proliferation of human lung fibroblasts; LL 47 human lung fibroblast viability, ATP luminescence; active compounds read low; viability, % at 10 µM; 85,000 compounds, 1.1% hits;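 active = viability at or below 50% in the single dose screen; inactive = viability above 50%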;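 also: compound exposure lasted 72 h before the ATP readout; 100% = median luminescence of untreated cell-only wells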
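Test system: LL 47 human lung fibroblasts / Quantity: 1,150 cells in each well / Medium: IMEM growth medium with 15% fetal bovine serum / Incubation: 72 h compound exposure at 37 °C after overnight plating / Detection: CellTiter-Glo luminescence measuring cellular ATP / Read-out: % viability versus median cells-only luminescence / Benchmarks: cell-only wells, no compound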
Smad3 FoxH1 inh: inhibitors of human Smad3 transcription factor binding. inhibition, % at 25 µM. 88,000 compounds, 0.29% hits. P84022. AID 630. TR-FRET Smad3/Dy647-FoxH1 peptide binding, europium anti-His;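 active = compounds that reduce the energy-transfer binding signal between the protein and its labelled peptide by more than half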;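 also: 0% = Smad3 plus labelled peptide maximal FRET and 100% = peptide-only background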
Target sequence (P84022 whole entry, looked up): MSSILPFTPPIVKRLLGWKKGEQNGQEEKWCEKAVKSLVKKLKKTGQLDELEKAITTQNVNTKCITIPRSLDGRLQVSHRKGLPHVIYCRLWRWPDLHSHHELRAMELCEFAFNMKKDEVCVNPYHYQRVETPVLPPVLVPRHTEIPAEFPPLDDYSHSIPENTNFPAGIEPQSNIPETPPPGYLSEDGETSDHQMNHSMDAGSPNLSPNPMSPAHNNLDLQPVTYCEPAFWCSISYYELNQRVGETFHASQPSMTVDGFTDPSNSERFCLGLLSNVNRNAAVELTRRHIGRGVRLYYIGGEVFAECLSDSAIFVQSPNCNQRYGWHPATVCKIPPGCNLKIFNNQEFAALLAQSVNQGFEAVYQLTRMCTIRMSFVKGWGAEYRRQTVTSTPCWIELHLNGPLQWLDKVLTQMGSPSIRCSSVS
MT1-MMP txn act: activates MT1-MMP transcription; HT1080 MT1-MMP promoter luciferase reporter, luminescence, overnight; active compounds read high; activation factor at 10 µM; 86,000 compounds, 0.16% hits;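 active = activation factor of at least 2 for MT1-MMP transcription at 10 µM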
ERa coact pot: ER-alpha (human) coactivator binding potentiation; TR-FRET ERalpha-LBD/SRC-Cy5 coactivator binding, 2 h; 100 = basal binding, no effect; 86,000 compounds, 1.3% hits; coactivator binding (% of control), % at 25.6 µM; P03372; in the data active = activity above about 200%;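 also: binding measured in presence of low estradiol as agonist stimulus; 0% = peptide alone without receptor and 100% = receptor with peptide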
ERb SRC1 inh: ER-beta (human) coactivator binding inhibition; Q92731; TR-FRET ER-beta LBD / SRC1-Cy5 peptide binding; receptor agonist-loaded with 1 µM estradiol; inhibition, % at 25.6 µM; 86,000 compounds, 1.3% hits;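 active = compounds whose percent inhibition of the receptor-coactivator binding signal exceeds about 50% in the single-dose screen, limit read from the data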;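 also: 0% = receptor plus peptide wells without compound and 100% = peptide-only wells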
Target sequence (Q92731 whole entry, looked up, the tested form may be a part): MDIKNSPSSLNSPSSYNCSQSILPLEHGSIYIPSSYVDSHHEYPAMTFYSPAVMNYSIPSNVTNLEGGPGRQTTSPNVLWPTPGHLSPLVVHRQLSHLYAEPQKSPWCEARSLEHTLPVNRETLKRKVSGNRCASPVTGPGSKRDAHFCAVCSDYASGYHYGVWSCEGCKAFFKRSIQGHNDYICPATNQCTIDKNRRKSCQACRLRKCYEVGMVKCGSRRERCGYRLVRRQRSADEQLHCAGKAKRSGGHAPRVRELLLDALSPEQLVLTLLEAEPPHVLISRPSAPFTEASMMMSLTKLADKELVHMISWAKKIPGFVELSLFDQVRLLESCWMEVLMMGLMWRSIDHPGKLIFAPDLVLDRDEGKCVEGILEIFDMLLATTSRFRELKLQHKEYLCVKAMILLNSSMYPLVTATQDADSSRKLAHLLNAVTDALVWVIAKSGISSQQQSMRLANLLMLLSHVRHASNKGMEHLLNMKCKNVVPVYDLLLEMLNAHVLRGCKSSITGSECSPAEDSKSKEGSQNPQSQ
HUVEC prolif 384: blocks proliferation of human endothelial cells; HUVEC proliferation, CellTiter-Glo luminescence, 72 h; active compounds read low; viability, % at 10 µM (by protocol); 86,000 compounds, 1.1% hits; AID 648;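 active = viability at or below 30%; inactive = viability above 30%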;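 also: 100% = median luminescence of DMSO-only cell control wells on each plate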
Mac1 fbg enh: enhancers of human CD11b/CD18 binding to fibrinogen. activation, % at 10 µM. P05107+P11215. K562 CD11b/CD18 adhesion to fibrinogen, ATPlite luminescence. AID 1499. 93,000 compounds, 0.07% hits;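 active = 10 µM primary screen giving 50% or more activity, confirmed by 40% or more on retest at that dose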; also: strong numbers were not always called active; reference of the scale not given here
* marks the source's active call; other numbers are inactive results; · = no result given; [ ] = another dose, or the depositor's remark. The list is partial (hit frequency here may not be typical).

SMILES	H69AR growth 86K	ERa coact inh	Fibroblast inh	Smad3 FoxH1 inh	MT1-MMP txn act	ERa coact pot	ERb SRC1 inh	HUVEC prolif 384	Mac1 fbg enh
COc1ccc2c(=O)c3c(=O)n(Cc4ccco4)c(-c4ccc(C)cc4)nc3oc2c1	88	30	109	4	1.2	191	18[fluorescence artefact?]	87	4
CN(Cc1ccccc1)Cc1nc2c(c(=O)n(C)c(=O)n2C)n1CCc1ccccc1	78	-6	102	8	1.1	108	-3	84	·
CCOCCCNC(=O)CCNS(=O)(=O)c1ccc(C)cc1	87	-14	100	12	1	118	-11	100	7
CCC(=O)Nc1c(C#N)c2nc3ccccc3nc2n1-c1ccc(C)cc1	86	1	94	6	1.3	86	4[fluorescence artefact?]	87	·
CC(=O)Nc1ccc(S(=O)(=O)N(CC(=O)O)Cc2ccccc2)cc1	94	7	101	-12	·	89	8	110	1
CCCC(=O)Nc1nc2nc(-c3ccccc3)cc(-c3ccccc3)n2n1	72	15	96	-11	0.9	91[fluorescence artefact?]	2	98	·
Cc1sc2ncnc(Nc3ccccc3)c2c1C	75	13	97	6	·	97[fluorescence artefact?]	5	80	-1
Cc1nn(-c2ccccc2)c(C)c1C(=O)OCC(=O)NC(=O)NC1CCCCC1	100	0	99	2	1.2	102	-8	87	·
CCn1c2c(c3ccc(OC)cc31)CCCC2=O	89	-20	99	12	1.1	102	-17	79	5
O=C(OCc1nc2ccccc2s1)c1cccc(S(=O)(=O)N2CCOCC2)c1	89	-1	95	-1	1.8	77[fluorescence artefact?]	-4	99	-4
CCCc1ccc(-c2cc(NC(=O)CSc3n[nH]c(N)n3)n(-c3ccccc3)n2)cc1	17*	-2	94	0	1.6	88	5	17*	1
COc1ccc(CC(=O)NC2CC(C)(C)NC(C)(C)C2)cc1	88	6[fluorescence artefact?]	103	6	1.3	116	-5[fluorescence artefact?]	94	·
CSc1nnc(-c2sc3cc(Cl)ccc3c2Cl)n1C	27*	3	93	-4	1.2	118	-2	62	-2
CCOC(=O)CC12CN3CN(C1)CC(CC(=O)OCC)(C3)C2=O	99	5	99	1	1.3	102	0	106	1
CCOC(=O)c1sc(NC(=O)c2ccc(S(=O)(=O)N3CCOCC3)cc2)cc1C	69	12	98	0	0.9	89	9	85	-1
O=C(Nc1ccc(CCC(=O)N2CCCC2)cc1)c1ncn[nH]1	94	15	95	4	1.1	115	24[fluorescence artefact?]	93	2
CC1(C)OC(=O)C(=NNc2ccc(O)cc2)C(=O)O1	59	16	104	-12	1.3	77	38	74	-6
Cc1cnc(NC(=O)CSc2nnc(-c3ccccc3)n2Cc2ccccc2)s1	53	7	88	8	1.1	106	2	59	·
Cn1c(=O)c2c(nc(CN3CCN(c4ccc(F)cc4)CC3)n2CCN2CCOCC2)n(C)c1=O	71	-9	96	10[fluorescence artefact?]	1.1	111	-10	88	·
COC(=O)c1nc(C(=O)OC)c(C(=O)OC)nc1C(=O)OC	92	-10	100	4	1.1	121	-17	95	-7
CC1(C)Oc2ccc3ccc(=O)oc3c2/C(=C/Nc2ccccn2)C1=O	69	-11	104	6	1.1	93	-2	93	-3
CC(C)CC(=O)c1c[nH]c(C(=O)NCc2cccs2)c1	102	-5	105	6	1.1	106	-4	96	-5
COCCNS(=O)(=O)c1cccn1-c1ncc(C(F)(F)F)cc1Cl	103	-9	105	-6	1.4	111	-6	102	-1
COc1ccc(CCNS(=O)(=O)c2ccc3c(c2)OCCO3)cc1OC	93	0	102	4	1.1	105	4	110	3
COc1ccc(CCN2C(=S)NC3CC2(C)Oc2ccc([N+](=O)[O-])cc23)cc1OC (centres undefined)	55	-4	88	-4	1.1	100	-9	92	0
CCn1c(=O)cc(OCC(=O)NCc2ccco2)c2ccccc21	77	37[fluorescence artefact?]	112	-1	1.2	103[fluorescence artefact?]	33[fluorescence artefact?]	79	6
CNC(=O)CSc1nnc(-c2cc(C)cc(C)c2)o1	91	0	103	7	1.1	117	-3	90	11
CCc1nc(NCC2CCCO2)c2oc3ccccc3c2n1 (centres undefined)	72	-3	107	-1	1	113	0	104	-2
Cc1cc(C)c(C#N)c(SCC(O)CS(=O)(=O)Cc2ccccc2)n1 (centres undefined)	79	-11	107	-9	1.1	106	-6	106	2
Cn1nc([N+](=O)[O-])nc1Oc1ccccc1N	97	-4	113	-5	0.9	76	20	104	-3
Cc1cc(C(=O)CSc2n[nH]c(N)n2)c(C)n1-c1cc(F)ccc1F	74	-4	92	7[fluorescence artefact?]	1.4	119	2	79	0
CCOc1nc(NCc2ccco2)nc(Nc2ccccc2F)n1	99	-7[fluorescence artefact?]	97	3	1.1	125	-5[fluorescence artefact?]	94	·
c1ccc2c(-c3nc4ncccc4o3)cccc2c1	72	3	92	0	1.8	98[fluorescence artefact?]	9	71	-1
Cc1[nH]c2ccccc2c1SCC(=O)N1CCOCC1	97	-3	102	-5	1.1	141[fluorescence artefact?]	5	99	-6
Nc1cc(Cl)ccc1C(=O)OCC(=O)NC1CCS(=O)(=O)C1 (centres undefined)	104	-10	94	-5	1.1	102	-4	91	·
CC(C)(C)NC(=O)CSc1nncn1NCc1ccccc1	96	-5	101	-7	1.2	116	8	99	0

The list goes on, overlapping the part above by four compounds.
SMILES	H69AR growth 86K	ERa coact inh	Fibroblast inh	Smad3 FoxH1 inh	MT1-MMP txn act	ERa coact pot	ERb SRC1 inh	HUVEC prolif 384	Mac1 fbg enh
c1ccc2c(-c3nc4ncccc4o3)cccc2c1	72	3	92	0	1.8	98[fluorescence artefact?]	9	71	-1
Cc1[nH]c2ccccc2c1SCC(=O)N1CCOCC1	97	-3	102	-5	1.1	141[fluorescence artefact?]	5	99	-6
Nc1cc(Cl)ccc1C(=O)OCC(=O)NC1CCS(=O)(=O)C1 (centres undefined)	104	-10	94	-5	1.1	102	-4	91	·
CC(C)(C)NC(=O)CSc1nncn1NCc1ccccc1	96	-5	101	-7	1.2	116	8	99	0
CCOC(=O)c1cccnc1SCC(=O)N(CC)c1cccc(C)c1	67	8	103	11	1.2	100	-8	108	-4
Cc1cc(NC(=O)CSc2nc(-c3ccc(F)cc3)cs2)no1	104	-4	99	1	1.2	111	-3	103	2
CCOc1ccc(NCC2CCOC(C)(C)C2)cc1 (centres undefined)	99	-16	92	17	1.2	111	-4[fluorescence artefact?]	90	·
CCOC(=O)N1CCN(c2nc(-c3ccc(Cl)cc3)cs2)CC1	92	-6	65	-10	1.2	109	27[fluorescence artefact?]	97	-4
CCN1CCn2c3c(c4cc(Cl)ccc42)CCCC31 (centres undefined)	96	-3	84	-5	1.1	91	-1	86	-4
O=C(O)c1cccc(Cn2cccn2)c1	96	-13	101	-3	1.1	107	-5	93	-6
Cc1ccc(CN(c2ccc(C(=O)Nc3cccnc3)cc2)S(C)(=O)=O)cc1	102	-6	96	1	1.1	97	-6	101	0
COc1ccc(S(=O)(=O)Nc2ccc(O)c(Sc3ncn[nH]3)c2)cc1	92	9	92	19	1.1	80	26	86	·
CCOC(=O)COc1ccc2nsnc2c1Cl	84	5	115	9	1.1	86	2	99	-2
CCOc1cc(S(=O)(=O)Nc2cc(C)cc(C)c2)ccc1Cl	90	7[fluorescence artefact?]	93	-1	1.2	100	7[fluorescence artefact?]	64	5
COC(=O)c1cc2c(C)nn(-c3ccccc3)c2s1	67	21	97	-1	1.1	246*	22[fluorescence artefact?]	75	2
CCc1ccc(CN/C=C/C(=O)c2ccc(Br)cc2)cc1	95	1	100	2	1.2	93	7	84	-3

Profiles, quoted from the list. Screens in order: H69AR growth 86K | ERa coact inh | Fibroblast inh | Smad3 FoxH1 inh | MT1-MMP txn act | ERa coact pot | ERb SRC1 inh | HUVEC prolif 384 | Mac1 fbg enh
Results for CCN1CCn2c3c(c4cc(Cl)ccc42)CCCC31 (centres undefined) → 96 | -3 | 84 | -5 | 1.1 | 91 | -1 | 86 | -4
Results for COC(=O)c1cc2c(C)nn(-c3ccccc3)c2s1 → 67 | 21 | 97 | -1 | 1.1 | 246* | 22[fluorescence artefact?] | 75 | 2

Remaining list, next part
SMILES	H69AR growth 86K	ERa coact inh	Fibroblast inh	Smad3 FoxH1 inh	MT1-MMP txn act	ERa coact pot	ERb SRC1 inh	HUVEC prolif 384	Mac1 fbg enh
COC(=O)c1ccccc1NC(=O)CCNC(=O)Cn1cnc2ccccc2c1=O	91	-8	103	-4	1.1	98	-7	100	-1
COc1ccccc1CNCc1ccc(OC)c(OC)c1OC	82	28	94	-10	1.1	99	24	78	·
O=C(O)C1C2C=CC(C2)C1C(=O)Nc1cccc(C(=O)N2CCCCC2)c1 (centres undefined)	98	-8	97	14	1.1	111	-10[fluorescence artefact?]	101	-3
CC1=Nc2ccccc2/C1=C\c1nc(-c2ccc(C(F)(F)F)cc2)oc1O	84	-10	94	-5	1	124[fluorescence artefact?]	-12	76	·
c1ccc(CNc2ncnc3c2cnn3Cc2ccccc2)cc1	26*	-17	54	1	1.2	121	-14	56	·
Nc1nc2ccc(O)cc2s1	18*	-2	·	-1	1.1	96	7	97	·
Cc1cc(C)nc(SCC(=O)c2c(N)n(C)c(=O)n(C)c2=O)n1	91	-1	95	-7	1.2	96	-4	85	-3
O=C(OCN1C(=O)c2ccccc2C1=O)c1ccco1	101	-5	108	15[fluorescence artefact?]	1.1	110	-5	103	0
Cc1c(NC(=O)NCCN2C(=O)C3C4C=CC(C4)C3C2=O)c(=O)n(-c2ccccc2)n1C (centres undefined)	89	-4	103	-5	1.1	119	-3	98	0
NC(=O)C1CCN(C(=O)CCc2nc3ccccc3c(=O)[nH]2)CC1	95	-6	103	10	1.1	106	0	100	·
COC(=O)Nc1nn(Cc2ccccc2F)cc1Br	94	0	95	4	1.1	111	-2	92	4
Cc1cccn2c(=O)c3cc(C(=O)N4COCC4(C)C)n(C)c3nc12	107	-15	108	-1	1.3	106	-16	101	·
O=C(c1ccncc1)N(Cc1ccccc1)Cc1nc2ccccc2c(=O)[nH]1	93	-5	97	4	1.1	125	-2	95	1
NC(=O)c1oc2ccccc2c1NC(=O)CN1CCCCC1	82	-8	114	6	1	120	-7	89	-4
CCCC(=O)N(c1ccc2oc(=O)sc2c1)S(=O)(=O)c1cccs1	85	3	101	-14	1	73[fluorescence artefact?]	2[fluorescence artefact?]	89	4
O=C(CCCNS(=O)(=O)c1cccs1)N1CCN(c2cccc(Cl)c2)CC1	97	-6	88	2	0.9	90	-7	90	-3
NC(=O)Cn1c(=O)oc2ccccc21	96	-1[fluorescence artefact?]	98	1	1.2	95	3[fluorescence artefact?]	106	1
O=C(Nc1ccccc1C(=O)NC1CCCC1)NC1CCCC1	89	6	102	4	1.1	102	1	99	1
O=C(c1cc(-c2ccccc2)nc2ccccc12)N1CCOCC1	94	-7	93	4	1.3	113	-11	90	8
COc1ccc(N/C=C\C(=O)c2ccc3c(c2)OCO3)cc1	63	6	101	17	0.6	108	20	69	-13
CCOC(=O)c1cc(-c2ccc3c(c2)OCO3)nc2onc(C)c12	82	12	96	-2	1	118	7	93	-1
CC1(C)CC(=O)N(CC(=O)O)c2ccccc2S1(=O)=O	110	-2	94	0	1.1	107	-4	105	-1
Cc1ccc2nc(SCC(=O)O)nc(C)c2c1	94	6[fluorescence artefact?]	99	-6	·	86	6	97	-2
CSc1oc(-c2ccco2)nc1S(=O)(=O)c1ccccc1	86	-1	91	14	1.1	89	20	95	-4
O=C(CCNC(=O)c1ccc(Br)o1)NCc1ccccn1	108	-7	99	-2	1.1	99	13	91	·
COc1ccc(NC2CC(=O)N(c3ccccc3)C2=O)cc1 (centres undefined)	97	-5	99	1	1.4	110	-12	88	-1
Cc1ccccc1NC(=O)NCCc1nc2ccccc2[nH]1	76	7	90	3	1.2	96	25[fluorescence artefact?]	105	11
